Assay outcomes (PubChem BioAssay)
MEP2-GFP yeast = alters MEP2-GFP fluorescence in TOR pathway yeast screen; S. cerevisiae MEP2-GFP strain, flow cytometry GFP, 3 h; 100% = DMSO control level; GFP response vs DMSO, % at 10 µM; 0.51% of 330,000 active;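 active = GFP response versus DMSO above a set limit, roughly screen mean plus 3 SD, cut at about 180% in these data; inconclusive = fewer than 70 cells counted for a yeast strain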;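 also: median GFP fluorescence of the barcode-gated MEP2-GFP cells per well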
GASC-1 inh = blocks human GASC-1 demethylase activity; Q9H3R0; GST-JMJD2C(1-420) H3K9me3 demethylation, DELFIA europium; inhibition, % at 2.35 µM; 0.069% of 330,000 active; AID 2099;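 active = more than half of a compound's replicate wells show inhibition beyond 50%, single wells judged on their own value; inconclusive = some, but no more than half, of replicates pass 50% inhibition; inactive = no replicate passes 50% inhibition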;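 also: signal counts dimethyl H3K9 product captured on neutravidin plate; 0% = median of DMSO wells and 100% = 0.3 times that DMSO median; strong numbers were not always called active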
Target sequence (Q9H3R0 1-420 limits assumed): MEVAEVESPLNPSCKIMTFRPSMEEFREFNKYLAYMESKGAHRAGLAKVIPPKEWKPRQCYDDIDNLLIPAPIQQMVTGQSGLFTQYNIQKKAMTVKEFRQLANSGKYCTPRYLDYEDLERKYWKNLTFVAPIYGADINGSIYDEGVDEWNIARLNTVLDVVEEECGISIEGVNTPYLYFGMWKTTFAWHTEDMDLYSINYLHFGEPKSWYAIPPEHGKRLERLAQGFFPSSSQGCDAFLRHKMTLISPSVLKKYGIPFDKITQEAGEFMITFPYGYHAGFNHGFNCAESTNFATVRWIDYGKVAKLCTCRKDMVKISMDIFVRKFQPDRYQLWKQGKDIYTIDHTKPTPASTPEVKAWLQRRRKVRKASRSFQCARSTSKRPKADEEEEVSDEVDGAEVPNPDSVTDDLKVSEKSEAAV
CIT2-GFP yeast = alters CIT2-GFP fluorescence in TOR pathway yeast screen; S. cerevisiae CIT2-GFP strain, flow cytometry, 3 h; 100 means same as DMSO wells; GFP response vs DMSO, % at 10 µM; 0.065% of 320,000 active;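 active = GFP response relative to DMSO above a set limit, near the screen mean plus 3 SD, cut at about 150% in these data; inconclusive = Fewer than 70 cells measured for a yeast strain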;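 also: ratio of well median GFP fluorescence to mean of DMSO wells on the plate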
AGP1-GFP MLPCN = yeast TOR pathway AGP1-GFP modulation; AID 2066; GFP response vs DMSO, % at 10 µM; S. cerevisiae AGP1-GFP multiplex flow cytometry, 3 h; GFP as percent of DMSO wells; 0.02% of 320,000 active;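 active = GFP response relative to DMSO above a set limit, near screen average plus 3 SD, cut at about 150% in these data; inconclusive = fewer than 70 cells counted for the yeast strain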;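 also: median GFP channel fluorescence of the gated AGP1 strain per well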
VLA-4 inh = inhibition in a human VLA-4 binding assay. P13612. VLA-4 expressing cells, ligand binding flow cytometry. inhibition, % (about 7 µM as worked out from the volumes in the protocol). 0.2% of 330,000 active; in the data active = inhibition above about 50%
RPL19A-GFP yeast = yeast TOR pathway RPL19A-GFP modulation; S. cerevisiae RPL19A-GFP strain, flow cytometry, 3 h; hits give low values; percent response vs DMSO, % at 10 µM; 0.3% of 330,000 active; AID 2025;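 active = percent response vs DMSO below 50%; inconclusive = fewer than 70 events counted for the yeast strain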;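 also: median channel GFP fluorescence of the barcoded RPL19A-GFP strain; ratio of sample median GFP to plate DMSO average so 100% = DMSO; lower means less RPL19A-GFP as with rapamycin TOR inhibition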
LAP4-GFP MLPCN = yeast TOR pathway LAP4-GFP modulation; S. cerevisiae LAP4-GFP multiplex, flow cytometry GFP, 3 h; median GFP as percent of DMSO wells; GFP response vs DMSO, % at 10 µM; 0.34% of 320,000 active; AID 2023;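 active = GFP response vs DMSO above a set limit, about the screen mean plus 3 SD, cut at about 150% in these data; inconclusive = under 70 cell events counted for the yeast strain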
GRK2 aptamer HTS = human GRK2 inhibition via aptamer displacement | bead flow cytometry, FAM-aptamer displacement from GRK2 | inhibition of aptamer binding, % at 10 µM | 0.59% of 330,000 active;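 active = inhibition of aptamer binding above 40%, roughly 3 SD of noise, on plates passing a quality check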;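 also: median bead fluorescence of bound FAM aptamer so fluorescent compounds give negative values; no value below 0 was filed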
Target sequence (P25098 whole entry, looked up): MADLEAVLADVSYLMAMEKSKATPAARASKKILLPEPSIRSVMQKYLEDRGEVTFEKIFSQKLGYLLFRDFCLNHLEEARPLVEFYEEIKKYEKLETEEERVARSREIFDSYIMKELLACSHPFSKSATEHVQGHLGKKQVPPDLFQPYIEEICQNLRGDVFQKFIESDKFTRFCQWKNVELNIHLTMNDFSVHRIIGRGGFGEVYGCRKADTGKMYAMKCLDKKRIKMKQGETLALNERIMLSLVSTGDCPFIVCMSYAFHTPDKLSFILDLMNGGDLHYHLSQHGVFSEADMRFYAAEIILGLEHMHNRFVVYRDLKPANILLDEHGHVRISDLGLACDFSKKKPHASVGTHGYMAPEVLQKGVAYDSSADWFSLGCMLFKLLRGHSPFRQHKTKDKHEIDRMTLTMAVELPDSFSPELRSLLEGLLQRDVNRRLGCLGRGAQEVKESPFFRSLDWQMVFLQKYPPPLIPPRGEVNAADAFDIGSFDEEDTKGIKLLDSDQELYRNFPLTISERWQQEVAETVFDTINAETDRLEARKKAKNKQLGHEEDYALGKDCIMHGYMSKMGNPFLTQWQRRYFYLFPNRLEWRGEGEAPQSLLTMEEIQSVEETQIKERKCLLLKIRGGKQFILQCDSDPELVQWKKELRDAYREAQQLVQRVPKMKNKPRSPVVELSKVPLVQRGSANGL
Active calls of the source: *; i = inactive; ? = inconclusive; . = no result given; & = joins results of further samples; [ ] = another dose, or the depositor's remark. Hits appear at their usual frequency; 1.7% or so of the library scored in one or more.

Each structure is followed by: GASC-1 inh	RPL19A-GFP yeast	MEP2-GFP yeast	CIT2-GFP yeast	LAP4-GFP MLPCN	GRK2 aptamer HTS	VLA-4 inh	AGP1-GFP MLPCN
[1] CCOCCCNC(=O)CN1C(=O)CSc2ccccc21
  -6	101	102	104	96	3	-3	108
[2] CCc1ccc2[nH]c3nc(N/N=C/c4ccc(O)cc4O)nnc3c2c1
  1	111	112	104	109	3	-3	108
[3] CNC(=O)c1cc(C(=O)c2ccc(Cl)cc2)c[nH]1
  -5	91	93	105	101	2	7	103
[4] CCNC(=S)NNC(=O)c1cc(-c2cc(C)ccc2C)nc2ccccc12
  9	100	108	101	105	1	-4	103
[5] CN(C(=O)COC(=O)c1ccc2c(=O)n3c(nc2c1)CCC3)C1CCS(=O)(=O)C1 (centres undefined)
  10	95	100	103	94	0	3	102
[6] CCc1ccc(C2CC(c3ccco3)=NN2S(C)(=O)=O)cc1 (centres undefined)
  10	109	215*	156*	142	0	i	111
[7] COCCn1c(SCc2ccc(Cl)cc2)nc2c1c(=O)[nH]c(=O)n2C
  0	97	94	96	104	0	9	103
[8] COc1cc2c(cc1OC)C(C1C(=O)CCCC1=O)N(C(=O)CCl)CC2 (centres undefined)
  -11	113	113	117	101	0	10	108
[9] Cc1c(NC(=O)c2ccccc2NS(=O)(=O)c2ccc(Br)cc2)c(=O)n(-c2ccccc2)n1C
  -5	100	101	100	101	0	13	102
[10] COc1ccc(S(=O)(=O)Oc2cccc(/C=N/N=C3/NC(=O)C(CC(=O)O)S3)c2)cc1 (centres undefined)
  0	96	98	106	100	0	2	105
[11] Cc1ccc(NC(=S)NC(=O)c2ccccc2)cc1NC(=S)NC(=O)c1ccccc1
  -8	101	102	96	90	1	-10	95
[12] O=C(NCCC1=CCCCC1)c1ccc([N+](=O)[O-])cc1
  -7	104	104	98	102	0	14	98
[13] Cc1[nH]c2ccc3c(ncn3CCC#N)c2c1C
  20	98	95	95	98	1	8	98
[14] CSc1ccc(NC(=O)N2CCC(C(=O)c3ccc(F)cc3)CC2)cc1
  6	98	84	99	100	1	2	95
[15] CC(C)(C)NS(=O)(=O)c1ccc(NC(=S)NC(=O)C2CCC2)cc1
  -4	96	94	99	100	0	5	96
[16] O=C(NC1CCCCCC1)c1nnc(Cc2ccc(Cl)cc2)o1
  -8	100	101	99	110	1	29	104
[17] O=C(Nc1ccccc1)c1cc(S(=O)(=O)N2CCSCC2)ccc1Cl
  -5	91	94	89	93	0	14	90
[18] Cc1ccccc1CC(=O)Nc1cccnc1
  -16	102	101	101	95	3	-15	102
[19] CCCCOCCCNC(=O)Cc1cccs1
  0	103	101	106	101	1	11	109
[20] COC(=O)c1ccsc1NC(=O)c1ccc(Cl)s1
  27	100	98	101	92	0	10	99
[21] Cc1cc(C)n(-c2ccc(C(=O)OCc3ccccc3)cc2)n1
  5	106	106	104	104	0	22	101
[22] COc1cccc(CC(=O)Nc2cc(C(F)(F)F)ccc2N2CCCC2)c1
  3	98	98	99	78	0	-2	85
[23] CCN(C(N)=S)c1ccccc1
  -1	96	94	101	91	2	2	93
[24] CCN(CC)c1cc(C)c2ccccc2n1
  -5	102	102	96	101	0	4	100
[25] Cn1c(CSc2nc3ccccc3s2)nnc1SCC(=O)NCc1cccnc1
  0	42*[may fluoresce violet]	588*[may fluoresce violet]	?	119[may fluoresce violet]	1	-5	?
[26] C[C@H](CO)N1C[C@H](C)[C@@H](CN(C)C(=O)Nc2ccc(C(F)(F)F)cc2)Oc2ccc(NC(=O)Nc3ccc(C(F)(F)F)cc3)cc2C1=O
  -5	97	101	92	98	0	8	95
[27] Cn1cnc2c1c(=O)n(CC(O)CO)c(=O)n2C (centres undefined)
  3	97	106	99	97	1	13	100
[28] Cc1cc(/C=C2\SC(=S)NC2=O)cc(C)c1O
  -6	96	96	107	91	7	11	92
[29] O=c1cc(O)c2ccc(O)cc2o1
  38	101	102	92	99	2	-19	95
[30] CC(C)C(=O)NNC(=O)CSc1nc(C2CCCCC2)nc2ccccc12
  5	106	104	107	94	0	2	100
[31] CCc1nnc(NC(=O)CN2CCCC(C)C2)s1 (centres undefined)
  5	103	108	105	93	0	2	101
[32] COc1ccc(-c2noc3c2-c2nc(-c4ccccc4Cl)sc2CC3)cc1
  -10	101	95	96	113	9	-10	94
[33] Cc1cnc(NC(=O)CN2CCN(c3ccccn3)CC2)s1
  12	104	105	93	102	2	0	102
[34] COc1cccc(COC(=O)c2sc3nc4n(c(=O)c3c2C)CCC4)c1OC
  2	101	108	101	108	0	-5	112
[35] CN(Cc1ccc2c(c1)OCCO2)C(=O)CN1C(=O)NC2(CCCCC2)C1=O
  11	73	93	95	83	0	-13	85
[36] O=C(Nc1cccc(-c2ccc(F)cc2)c1)C1CCCN(Cc2cccnc2)C1 (centres undefined)
  -3	100	93	95	90	39	11	98
[37] O=C(O)CCCCCNC(=O)Nc1ccc2c(c1)OCCO2
  4	98	113	97	104	0	-10	102
[38] Cc1cc(C)n(C(=O)CNc2ccc(C)c(C)c2)n1
  -21	101	106	107	111	1	2	108
[39] O=C(Cc1c(F)cccc1Cl)Nc1nc2ccccc2s1
  2	100	103	95	105	0	17	89
[40] c1csc(-c2nn[nH]n2)c1
  26	100	101	94	98	2	0	100
[41] Cc1cc(Cl)cc(C)c1OCC(=O)O
  -2	97	96	100	98	0	5	106
[42] Cc1cc(C)n(-c2nc(NCC(C)O)c3c4c(sc3n2)CCCC4)n1 (centres undefined)
  1	96	103	106	104	3	-1	105
[43] O=C(CN(Cc1ccccc1)S(=O)(=O)c1ccc(F)cc1)NCc1ccccn1
  -4	102	96	100	84	0	12	94
[44] CC(C(=O)Nc1ccccc1)C(=O)Nc1ccccc1
  2	110	107	104	92	1	13	97
[45] Cc1cc(C)nc(NC(=NCCc2c[nH]c3ccccc23)NC(=O)Nc2ccc(Cl)c(Cl)c2)n1
  -3	101	114	109	115	0	-4	95
[46] CCOC(=O)CSc1cc(CS(C)(=O)=O)nc(-c2ccccn2)n1
  2	101	94	94	101	0	0	104
[47] CC1CC(=O)Nc2ccccc2N1C(=O)COc1ccc2cc(Br)ccc2c1 (centres undefined)
  19	93	97	92	89	0	14	94
[48] CCc1cccc2c(-c3csc(=NC)n3C)c[nH]c12
  -18	96	103	100	101	0	-6	104
[49] CC(=O)Nc1ccccc1Nc1nc(NCCO)nc(N2CCCC2)n1
  4	104	94	110	108	0	-9	97
[50] O=C(C1CC1)N1CCN(c2ccc(O)cc2)CC1
  -15	93	100	93	87	2	10	91
[51] Cc1ccccc1-c1nnc(NC(=O)c2ccc(N3C(=O)CCC3=O)cc2)s1
  -6	108	100	117	98	0	-2	113
[52] CCOC(=O)C1=C(C)NC(SCc2cc(=O)[nH][nH]2)=C(C#N)C1c1cccs1 (centres undefined)
  6	95	90	95	92	0	-9	97
[53] CCn1c(=O)c(C(=O)Nc2ncccc2O)c(O)c2ccccc21
  -4	101	106	99	117	0	2	102
[54] CCc1ccc(C2C3=C(CCCC3=O)OC3=C2C(=O)CCC3)cc1
  -1	102	104	94	92	0	-6	91
[55] O=C(Nc1ccc(S(=O)(=O)N2CCCCC2)cc1)C1CC(=O)N(c2ccccc2)C1 (centres undefined)
  11	107	114	102	117	1	2	107
[56] O=C(COC(=O)CNC(=O)c1ccco1)Nc1ccc(F)cc1
  2	97	94	88	89	0	-5	92
[57] COc1ccc(-c2cc(=O)c3c(OC)c(OC)c(OC)c(OC)c3o2)cc1OC
  41	75	93	84	234*	2	34	91
[58] N#C/C(=C\c1ccc[nH]1)C(=O)Nc1ccccc1F
  -3	112	102	100	84	0	13	81
[59] CCNC(=O)COC(=O)c1ccc(-c2nc3ccccc3s2)s1
  -3	99	101	96	97	3	8	88
[60] NC(=O)CC(NC(=O)c1ccccc1)c1ccc(NCCN2CCOCC2)c([N+](=O)[O-])c1 (centres undefined)
  3	102	100	101	101	4	-1	106

(more compounds)
Each structure is followed by: GASC-1 inh	RPL19A-GFP yeast	MEP2-GFP yeast	CIT2-GFP yeast	LAP4-GFP MLPCN	GRK2 aptamer HTS	VLA-4 inh	AGP1-GFP MLPCN
[61] COc1cc(OC)cc(C(=O)NCc2cccnc2)c1
  1	101	99	101	97	4	11	105
[62] CCOc1ccc(OCC)c(NC(=O)CSc2nc3c(c(=O)n(C)c(=O)n3C)n2CC)c1
  i	99	108	106	107	0	6	108
[63] CS(=O)(=O)N1CCCC(C(=O)NCCCN2CCOCC2)C1 (centres undefined)
  0	105	93	68	98	0	3	74
[64] COc1ccc(CCN=c2c([N+](=O)[O-])nn(-c3cccc(C)c3)n2O)cc1OC
  -8	98	99	100	121	2	-14	110
[65] CCOC(=O)N1CCN(c2ccc(C(=O)c3cccc(F)c3)cc2)CC1
  5	89	89	80	136	0	-6	86
[66] COc1cc2c(cc1NC(=O)c1cccc(S(=O)(=O)N(C)C)c1)oc1ccccc12
  2	98	91	90	90	0	14	92
[67] CC(=O)Nc1ccc(C(=O)OCC(=O)N(Cc2ccccc2)C(C)(C)C)cc1
  -2	98	101	90	104	18	4	101
[68] O=C(Nc1ccccc1F)Oc1cccc(OC(=O)Nc2ccccc2F)c1
  11	106	112	107	94	3	35	91
[69] COc1ccc(-c2ccc(CCC(=O)O)n2Cc2ccco2)cc1
  -3	103	100	93	97	0	4	105
[70] CN(C)S(=O)(=O)c1ccc(C(=O)OCC(=O)c2ccc(OC(F)F)cc2OC(F)F)cc1
  4&-2	97	100	92	103	0	7	95
[71] C=CCCN(C(CC(C)C)C(=O)OC)S(=O)(=O)c1cc(Br)ccc1Br (centres undefined)
  9	98	97	99	127	0	18	88
[72] COC(=O)c1c(C(=O)OC)c(-c2ccc(F)cc2)n2c1CS(=O)C2 (centres undefined)
  -8	104	118	104	99	0	-2	101
[73] Cc1nc2sc(C(c3ccco3)N3CCC(C)CC3)c(O)n2n1 (centres undefined)
  20	95	98	91	102	0	6	98
[74] O=C1CCCc2sc3c(c2N1)CCCCC3
  3	101	103	89	104	0	9	95
[75] O=C(CN(Cc1ccc(F)cc1)C(=O)CNS(=O)(=O)c1ccccc1)NCc1ccco1
  -1	101	106	102	100	0	-9	100
[76] S=C(NCC(c1cccnc1)N1CCOCC1)NC1CCCCC1 (centres undefined)
  0	105	108	104	93	3	-4	99
[77] O=c1c(-c2ccccc2Cl)c[nH]n1-c1ccccc1
  -4	101	100	113	116	4	5	110
[78] O=C1/C(=C/c2ccc(N3CCCC3)cc2)NC(=S)N1C1CC1
  .	42*[may fluoresce violet]	329*[may fluoresce violet]	?	83[may fluoresce violet]	0	-174	?
[79] CNS(=O)(=O)c1cc(-c2nnc(N3CCOCC3)c3ccccc23)ccc1C
  3	96	101	106	108	3	-3	109
[80] COc1ccc(C2=NS(=O)(=O)N(C)C(C(=O)Nc3ccc(C)cc3)=C2)cc1
  -1	95	103	100	102	1	8	101
[81] COc1cc(OC)cc(C(=O)NCC(=O)OC2CCCCC2=O)c1 (centres undefined)
  1	103	100	97	106	0	10	104
[82] CCn1c(SCc2ccc(F)cc2)nc2c(c1=O)SCC2
  -3	128	119	115	111	0	-1	114
[83] CCn1nc(CC(C)C)cc1C(=O)N1CCCC(Nc2ccc(OC)cc2)C1 (centres undefined)
  -4	90	94	93	90	2	1	93
[84] Cc1cc(C)n(CC(=O)n2c3ccccc3c3ccccc32)n1
  -5	101	105	101	101	0	19	102
[85] CCC(=O)c1c[nH]c(C(=O)NCC2CCCO2)c1 (centres undefined)
  0	95	97	102	96	0	3	97
[86] COc1ccccc1NC(=O)NNC(=O)c1ccc2ccccc2c1
  -3	120	106	93	78	0	16	89
[87] CCC(O)c1cc2c(cc1NC(=O)c1cccs1)OCCO2 (centres undefined)
  -5	112	112	113	113	0	6	112
